GDH-TPI inh: GDH-TPI coupled enzyme inhibition counter-screen. actives 1.2% (n = 360,000). inhibition, % at 4.8 µM. AID 588335. GDH-TPI coupled enzyme counterscreen, NADH absorbance;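 also: 0% = DMSO wells and 100% = wells lacking the enzyme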
CCHFV vOTU inh: blocks the CCHF virus ovarian tumor domain protease | CCHFV vOTU protease, Pep-AMC fluorescence | inhibition, % at 11.5 µM | actives 0.55% (n = 370,000) | AID 651958; also: 0% = vehicle wells with enzyme and 100% = no enzyme wells
BoNT A protease: BoNT A light chain protease inhibition; AID 588499; actives 0.17% (n = 360,000); inhibition, % at 10 µM; multiplex microsphere protease substrate cleavage, flow cytometry; in the data active = inhibition above about 30%; inconclusive = no clear call, values can overlap the other calls; also: plate controls were buffer without enzyme for full effect and enzyme alone for no effect
FBA Mtb inh: inhibits M. tuberculosis FBA enzyme. P9WQA3. purified M. tuberculosis FBA, fluorescence read-out. inhibition, % at 1 µM. actives 2.3% (n = 360,000). AID 588726; in the data active = inhibition above about 27%;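 also: 0% = vehicle and 100% = reference inhibitor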
Target sequence (P9WQA3 whole entry, looked up): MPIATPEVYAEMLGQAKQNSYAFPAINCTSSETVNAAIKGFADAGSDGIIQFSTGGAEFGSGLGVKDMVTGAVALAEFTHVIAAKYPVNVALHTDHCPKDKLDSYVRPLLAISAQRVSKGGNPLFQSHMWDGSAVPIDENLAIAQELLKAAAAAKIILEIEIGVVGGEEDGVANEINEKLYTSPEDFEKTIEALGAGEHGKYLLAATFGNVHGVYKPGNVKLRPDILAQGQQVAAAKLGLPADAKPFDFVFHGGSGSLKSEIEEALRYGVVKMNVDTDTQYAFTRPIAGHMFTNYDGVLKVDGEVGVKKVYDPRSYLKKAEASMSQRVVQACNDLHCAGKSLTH
BoNT F protease: blocks Botulinum neurotoxin F light chain protease | Multiplex microsphere protease cleavage assay, flow cytometry | inhibition, % at 10 µM | actives 0.22% (n = 360,000); in the data active = inhibition above about 35%, passing the limit was not always enough; inconclusive = no clear call, values can overlap the other calls; also: plate controls were buffer without enzyme for full effect and enzyme alone for no effect
UGM FP inh: inhibitors of M. tuberculosis UDP-galactopyranose mutase | P9WIQ1 | purified UGM, fluorescence polarization probe displacement | inhibition, % at 10 µM | actives 0.06% (n = 320,000) | AID 504406; in the data active = inhibition above about 10%, passing the limit was not always enough; inconclusive = no clear call, values can overlap the other calls
Target sequence (P9WIQ1 whole entry, looked up): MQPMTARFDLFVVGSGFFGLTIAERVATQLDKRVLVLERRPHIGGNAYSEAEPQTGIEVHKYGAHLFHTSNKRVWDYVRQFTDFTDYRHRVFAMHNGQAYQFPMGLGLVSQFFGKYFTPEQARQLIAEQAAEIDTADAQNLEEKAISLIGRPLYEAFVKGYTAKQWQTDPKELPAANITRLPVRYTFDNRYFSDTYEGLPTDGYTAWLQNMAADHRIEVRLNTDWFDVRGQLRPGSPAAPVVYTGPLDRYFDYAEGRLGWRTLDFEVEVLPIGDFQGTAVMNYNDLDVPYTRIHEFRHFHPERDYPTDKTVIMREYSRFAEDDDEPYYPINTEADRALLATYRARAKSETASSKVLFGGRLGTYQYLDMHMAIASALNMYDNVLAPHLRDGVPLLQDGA
FadD28 binding: M. tuberculosis FadD28 bisubstrate binding inhibition | inhibition, % at 12.5 µM | actives 0.22% (n = 360,000) | FadD28 bisubstrate probe binding, fluorescence polarization; in the data active = inhibition above about 8.5%, passing the limit was not always enough; inconclusive = no clear call, values can overlap the other calls
PrPC TRFRET: reduces human prion protein on the cell surface | P04156 | actives 0.43% (n = 370,000) | cell surface PrPC, TR-FRET read-out | inhibition, % at 13.8 µM; in the data active = inhibition above about 24%; also: 0% = median of the test wells and 100% = reference compound wells
BioA inh: inhibitors of Mycobacterium tuberculosis BioA enzyme; purified M. tuberculosis BioA enzyme, plate reader; inhibition, % at 9.99 µM; actives 0.096% (n = 360,000); AID 602481; in the data active = inhibition above about 40%; inconclusive = no clear call, values can overlap the other calls
Active calls of the source: *; ? = inconclusive; . = no result given. Rule as the data show it, unless noted: active = inhibition above about 30%; inactive = the rest.

(1) Nc1cccc(C(=O)c2ccccc2C(=O)O)c1
(2) CC(C)CNc1nc2c(c(=O)n(C)c(=O)n2C)n1Cc1cccc(Br)c1
(3) COCCCn1nnnc1SCC(=O)Nc1nc(C)c(C)s1
(4) CC(C)NC(=O)CCCN1C(=O)c2ccccc2Sc2ncccc21
(5) Nc1nn(-c2ccccc2)c(N)c1N=Nc1ccccc1

screen / no.	1	2	3	4	5
GDH-TPI inh	1	-3	-5	7	34*
CCHFV vOTU inh	0	13	12	-8	19
BoNT A protease	0.7	-0.4	0.2	-0.7	0.6
FBA Mtb inh	4	3	-2	2	-1
BoNT F protease	2	-3	?	21	4
UGM FP inh	.	-0.7	-0.1	-0.2	0.7
FadD28 binding	1.6	-0.6	-4.6	1.8	0.6
PrPC TRFRET	3	2	11	7	-35
BioA inh	-1.8	-0.4	-1.9	-2.0	9.5

Three compounds from above, arranged by molecular weight, largest number first.
(2) CC(C)CNc1nc2c(c(=O)n(C)c(=O)n2C)n1Cc1cccc(Br)c1
(4) CC(C)NC(=O)CCCN1C(=O)c2ccccc2Sc2ncccc21
(3) COCCCn1nnnc1SCC(=O)Nc1nc(C)c(C)s1

screen / no.	2	4	3
GDH-TPI inh	-3	7	-5
CCHFV vOTU inh	13	-8	12
BoNT A protease	-0.4	-0.7	0.2
FBA Mtb inh	3	2	-2
BoNT F protease	-3	21	?
UGM FP inh	-0.7	-0.2	-0.1
FadD28 binding	-0.6	1.8	-4.6
PrPC TRFRET	2	7	11
BioA inh	-0.4	-2.0	-1.9

Following part
(6) COC(=O)c1ccc2ccccc2n1
(7) Cc1onc(-c2ccccc2)c1C(=O)NC(=S)NNC(=O)c1ccc(O)cc1O
(8) CC1(C)CC(=O)C2=C(C1)OC(N)=C(C#N)C2C#Cc1ccccc1 (configuration not stated)
(9) CN(CC(=O)NCC1CCCCC1)CC(=O)Nc1ccc(F)cc1
(10) CC(=O)Nc1cccc(NC(=O)c2cc([N+](=O)[O-])ccc2N2CCCCC2)c1

screen / no.	6	7	8	9	10
GDH-TPI inh	3	24	3	8	2
CCHFV vOTU inh	.	7	6	10	12
BoNT A protease	-1.0	-2.4	0.9	-0.9	2.1
FBA Mtb inh	3	-1	3	0	-5
BoNT F protease	5	-22	6	0	1
UGM FP inh	1.6	7.2	-0.8	4.5	.
FadD28 binding	-0.1	-1.9	-1.4	-0.2	-5.1
PrPC TRFRET	.	8	2	6	-38
BioA inh	-1.3	.	-1.9	-0.8	10.0

(11) C=C(C)Cn1c(=O)n(CC2CS2)c2ccccc21 (configuration not stated)
(12) CCCOc1ccc(N2C(=O)C3ON(c4ccccc4)C(CCC)C3C2=O)cc1 (configuration not stated)
(13) Cc1ccc(C(=O)Nc2ccccc2Oc2ccccc2)cc1[N+](=O)[O-]
(14) O=C(CSc1nccn1Cc1ccco1)Nc1ccccc1F
(15) CCCCNC(=O)Cn1nc(C)c(S(=O)(=O)N2CCOCC2)c1C

screen / no.	11	12	13	14	15
GDH-TPI inh	1	-6	5	-8	-1
CCHFV vOTU inh	-7	17	15	9	9
BoNT A protease	-0.9	-0.8	-0.3	-1.3	1.4
FBA Mtb inh	2	1	1	-2	-3
BoNT F protease	-2	-10	11	-5	-2
UGM FP inh	-0.2	-0.9	-0.6	0.7	4.0
FadD28 binding	-3.4	1.1	-3.4	-4.4	-2.8
PrPC TRFRET	0	3	-9	-3	-4
BioA inh	.	.	1.4	0.7	0.7

Entries of single compounds from above. Order of values: GDH-TPI inh | CCHFV vOTU inh | BoNT A protease | FBA Mtb inh | BoNT F protease | UGM FP inh | FadD28 binding | PrPC TRFRET | BioA inh
CCCCNC(=O)Cn1nc(C)c(S(=O)(=O)N2CCOCC2)c1C across the screens: -1 | 9 | 1.4 | -3 | -2 | 4.0 | -2.8 | -4 | 0.7
O=C(CSc1nccn1Cc1ccco1)Nc1ccccc1F across the screens: -8 | 9 | -1.3 | -2 | -5 | 0.7 | -4.4 | -3 | 0.7

Following part:
(16) O=C(COc1ccc2c(c1)OCO2)NCc1cccs1
(17) O=C(Nc1ccccc1C(=O)NCCc1ccccc1)c1cnccn1
(18) Fc1ccc(Nc2nc(Oc3ccc4c(c3)OCO4)nc(N3CCOCC3)n2)c(F)c1
(19) N#Cc1nc(-c2ccco2)oc1N1CCN(C(c2ccccc2)c2ccccc2)CC1
(20) CCOC(=O)CSc1nnc(CNC(=O)c2ccc(S(=O)(=O)N3CCCCC3)cc2)n1C

screen / no.	16	17	18	19	20
GDH-TPI inh	4	-2	3	16	-4
CCHFV vOTU inh	8	3	-7	-9	-2
BoNT A protease	-0.7	0.4	0.7	-2.1	4.8
FBA Mtb inh	-1	0	1	0	2
BoNT F protease	1	1	8	-8	7
UGM FP inh	-2.2	2.6	-3.0	-0.2	-3.2
FadD28 binding	-0.1	-1.1	-0.2	-0.3	-0.3
PrPC TRFRET	-1	-4	-5	0	5
BioA inh	2.1	-0.5	-1.7	-2.0	-11

Laid out differently: entries from further up
entry	smiles	GDH-TPI inh	CCHFV vOTU inh	BoNT A protease	FBA Mtb inh	BoNT F protease	UGM FP inh	FadD28 binding	PrPC TRFRET	BioA inh
16	O=C(COc1ccc2c(c1)OCO2)NCc1cccs1	4	8	-0.7	-1	1	-2.2	-0.1	-1	2.1
17	O=C(Nc1ccccc1C(=O)NCCc1ccccc1)c1cnccn1	-2	3	0.4	0	1	2.6	-1.1	-4	-0.5
18	Fc1ccc(Nc2nc(Oc3ccc4c(c3)OCO4)nc(N3CCOCC3)n2)c(F)c1	3	-7	0.7	1	8	-3.0	-0.2	-5	-1.7
19	N#Cc1nc(-c2ccco2)oc1N1CCN(C(c2ccccc2)c2ccccc2)CC1	16	-9	-2.1	0	-8	-0.2	-0.3	0	-2.0

Further entries.
(21) O=C(Nc1ccc2c(c1)OCCO2)c1c(F)cccc1F
(22) O=C(C1CCN(S(=O)(=O)c2cccnc2)CC1)N1CCN(C2CCCC2)CC1
(23) Cc1cc(Br)ccc1NC(=O)CN(C)C(=O)COc1cccc2c1OC(C)(C)C2
(24) CCc1ccccc1NC(=O)c1ccc2snnc2c1
(25) COc1ccc(OC)c(C(c2c(O)c3ccccc3oc2=O)c2c(C)n(C)n(-c3ccccc3)c2=O)c1 (configuration not stated)

screen / no.	21	22	23	24	25
GDH-TPI inh	-8	11	3	13	-3
CCHFV vOTU inh	.	.	-13	2	-10
BoNT A protease	?	-0.8	0.8	2.9	-1.0
FBA Mtb inh	-1	3	1	-1	4
BoNT F protease	2	-4	-3	9	-5
UGM FP inh	-2.2	-0.7	0.8	-0.6	-0.1
FadD28 binding	-5.6	-1.6	-2.6	-2.2	-4.0
PrPC TRFRET	.	.	4	0	1
BioA inh	1.8	-0.5	-0.4	-1.2	-0.5

Screen by screen, as entered above:
Nos. 21 to 25 in CCHFV vOTU inh read ., ., -13, 2, -10
Nos. 21 to 25 in BoNT A protease read ?, -0.8, 0.8, 2.9, -1.0
Nos. 21 to 25 in BoNT F protease read 2, -4, -3, 9, -5

Further records follow.
(26) CN(C)C(=O)c1cc2cc([N+](=O)[O-])ccc2s1
(27) CCCCOc1ccc2ccccc2c1C=O
(28) Cc1cc(C)cc(OCC(=O)N2CCN(c3ncccn3)CC2)c1
(29) COc1ccc(N2CCN(C(=O)/C=C/[C@H]3O[C@@H](n4ccc(=O)[nH]c4=O)[C@H](O)[C@@H]3O)CC2)cc1
(30) COc1cc(-c2nc3cnccn3c2Nc2ccc(C(C)C)cc2)ccc1O

screen / no.	26	27	28	29	30
GDH-TPI inh	9	6	-5	.	13
CCHFV vOTU inh	10	4	-3	1	-11
BoNT A protease	0.5	0.5	-0.6	-0.1	1.4
FBA Mtb inh	0	1	4	-1	8
BoNT F protease	4	?	-5	6	-8
UGM FP inh	1.8	-0.1	-3.9	.	-1.8
FadD28 binding	-1.4	-3.1	-3.0	-2.2	0.5
PrPC TRFRET	-18	9	-2	-2	-7
BioA inh	-1.7	0.6	-1.2	0.7	-0.8

(31) CCNS(=O)(=O)c1ccc(CCC(=O)N2CCC(C)CC2)cc1
(32) CCN(CC)CCNC(=O)c1ccc(Sc2ccc(C)cc2)c(NC(C)=O)c1
(33) COC(=O)c1c(-c2ccccc2)c[nH]c1C
(34) O=C1CC(C(=O)NCc2ccccc2)N=C(N2CCCCC2)N1 (configuration not stated)
(35) Cc1cccc(C)c1NC(=O)C1c2ccccc2OCC(=O)N1CCc1ccccc1 (configuration not stated)

screen / no.	31	32	33	34	35
GDH-TPI inh	17	1	-1	-4	.
CCHFV vOTU inh	7	-4	-11	-4	8
BoNT A protease	-0.7	0.2	?	0.5	0.1
FBA Mtb inh	-1	1	-2	4	.
BoNT F protease	-15	1	?	-21	-1
UGM FP inh	-0.6	0.7	-0.1	1.1	.
FadD28 binding	0.7	-1.1	-0.7	-1.0	.
PrPC TRFRET	-4	-1	5	0	-5
BioA inh	0.3	.	.	-2.2	.

(36) CCCOC(=O)c1ccc(NC(=O)C(=O)NCC2CCCO2)cc1 (configuration not stated)
(37) CC(C)(C)OC(=O)NCCC(=O)N/N=C/c1ccc2nccnc2c1
(38) CCOc1ccc(NC(=O)COC(=O)c2cc(S(=O)(=O)N3CCCC3)ccc2C)cc1
(39) CC(=O)Nc1cccc(-c2nnc(SCc3ccccc3C#N)n2C)c1
(40) CC(C)n1c(N2CCN(C(=O)c3cccs3)CC2)nc2ccccc21

screen / no.	36	37	38	39	40
GDH-TPI inh	1	19	-4	9	3
CCHFV vOTU inh	-14	5	17	2	-5
BoNT A protease	0.4	-1.1	-1.2	0.0	1.0
FBA Mtb inh	4	0	-1	-3	-3
BoNT F protease	-8	?	-8	-2	3
UGM FP inh	-3.7	-2.0	-2.3	0.1	1.6
FadD28 binding	-2.9	-2.4	-2.1	-4.5	2.2
PrPC TRFRET	4	-27	10	-5	4
BioA inh	-2.7	1.1	0.2	4.7	42*

(41) Cc1ccc(C)c(N2CCN(S(=O)(=O)c3ccc4c(c3)oc(=O)n4C)CC2)c1
(42) O=C1c2ccccc2C(=O)N1CCn1nc(Cl)nc1Cl
(43) CC(=O)c1ccc(NS(=O)(=O)c2ccc([N+](=O)[O-])cc2)cc1
(44) NC(=S)NN=C(c1ccccc1)c1ccccc1
(45) CCCCn1nnc(NC(=O)c2ccc(-c3ccccc3)cc2)n1

screen / no.	41	42	43	44	45
GDH-TPI inh	0	3	11	13	3
CCHFV vOTU inh	-4	1	22	6	16
BoNT A protease	0.0	-0.4	-0.1	-3.7	-0.2
FBA Mtb inh	0	-1	-1	0	4
BoNT F protease	-6	-14	-3	-28	0
UGM FP inh	-0.8	-0.8	.	0.5	-1.4
FadD28 binding	-3.6	-1.4	-3.1	-0.4	0.9
PrPC TRFRET	-1	0	-25	11	21
BioA inh	-2.0	-3.1	1.6	3.0	-3.1

(46) COc1ccc(NC(=O)NC(C)c2ccc3c(c2)OCO3)c(OC)c1 (configuration not stated)
(47) CCN(C(=S)NC(=O)c1ccco1)c1cccc2ccccc12
(48) COc1ccc(N(CC(=O)N/N=C/c2ccc(N(C)C)cc2)S(=O)(=O)c2ccccc2)cc1
(49) O=C(N/N=C\C=C\c1ccc2c(c1)OCO2)c1cccnc1
(50) CC(C(=O)NCC1(c2ccccc2)CCOCC1)N1CCOCC1 (configuration not stated)

screen / no.	46	47	48	49	50
GDH-TPI inh	5	5	25	54*	-10
CCHFV vOTU inh	17	46*	0	3	3
BoNT A protease	-1.6	-1.2	0.0	0.1	0.1
FBA Mtb inh	1	29*	22	1	-2
BoNT F protease	-12	-4	-9	4	-2
UGM FP inh	4.2	3.8	-2.9	-0.3	0.7
FadD28 binding	-0.8	-1.9	-0.7	-0.9	0.1
PrPC TRFRET	-4	-14	-2	-13	-2
BioA inh	-3.1	0.5	-1.9	14	.

(51) Cc1cc(/C=C(\C#N)C(=O)Nc2ccccc2)c(C)n1-c1ccc2c(c1)OCO2
(52) NS(=O)(=O)c1ccc(NC(=O)C2(c3ccccc3)CCCC2)cc1
(53) O=C(NC1CCN(Cc2ccccc2)CC1)c1ccccc1NS(=O)(=O)c1ccc(F)cc1
(54) COc1ccc(N(C(=O)C2COc3ccccc3O2)C(C(=O)NC2CCCCC2)c2ccccc2)cc1OC (configuration not stated)

screen / no.	51	52	53	54
GDH-TPI inh	18	2	-4	4
CCHFV vOTU inh	-1	4	-7	2
BoNT A protease	-3.9	0.4	1.8	0.7
FBA Mtb inh	0	2	8	-3
BoNT F protease	-9	-3	-4	-2
UGM FP inh	-4.9	0.7	1.7	-2.1
FadD28 binding	-2.6	-1.6	-2.7	-2.0
PrPC TRFRET	1	-6	-4	-2
BioA inh	16	.	1.1	-0.2
